Screens: PubChem, several laboratories
GPR55 LPI antagonism = inhibition of LPI-stimulated GPR55 beta-arrestin translocation – imaging, U2OS, beta-arrestin-GFP, LPI agonist, primary screen (AID 2013); U2OS GPR55 beta-arrestin-GFP translocation imaging, LPI antagonism; higher % means a stronger effect; one-dose inhibition, % at 10 µM; IC50 in µM for titrated hits; 290,000 tested, 0.13% active;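 active = spots per cell inhibited over 60%, with over 100 cells counted and total cytoplasm intensity under 500,000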;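 note: U2OS cells stably carrying GPR55 and arrestin-GFP stimulated by 5 µM LPI near EC80; imaged beta-arrestin-GFP aggregate spots per cell after agonist stimulation; plate controls were LPI-stimulated DMSO wells for no effect and DMSO wells without LPI for full effect; some results filed as inactive read as strong as hits; confirmed hits need IC50 under 10 µM and bright autofluorescent wells are also inconclusive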
KOR beta-arrestin-1 = KOR agonists, beta-arrestin recruitment, primary screen, cell-based, luminescence, uHTS (AID 1777) | KOR beta-arrestin recruitment, luminescence; higher % means a stronger effect | activation, % at 10 µM; hits with a dose series show EC50 in µM | 280,000 tested, 0.02% active; in the data active = activation above about 50%, passing the limit was not always enough; note: a part of the inactive calls stands beside numbers as strong as those of hits
K1F lysis inhibition = inhibition of K1F phage lysis, E. coli UTI89, bacterial capsule biogenesis inhibitors, alamar blue (AID 488966); one-dose inhibition, % at 100 µM; IC50 in µM for titrated hits; 340,000 tested, 0.02% active; E. coli UTI89 K1F phage lysis, alamar blue, 2 h; higher % means a stronger effect;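 active = phage lysis inhibition, versus mean bacterial control, above a set limit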;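 note: capsule biogenesis inhibitors block K1F phage lysis so surviving cells raise fluorescence; higher fluorescence means more inhibition of phage lysis; actives were called in the ten point dose series up to 300 µM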
KOR beta-arrestin-2 = kappa opioid receptor blockers – cell-based, luminescence, uHTS (AID 1778). KOR beta-arrestin recruitment, luminescence, antagonist mode; higher % means a stronger effect. inhibition, % at 10 µM; hits with a dose series show IC50 in µM. 290,000 tested, 0.091% active; in the data active = inhibition above about 50%; note: strong numbers were not always called active
NOD1 NF-kB reporter = NOD1 signaling inhibitors, primary screen, cell-based, luminescence, uHTS (AID 1578); NOD1-driven NF-kB luciferase reporter cells, luminescence; higher % means a stronger effect; inhibition, % at 4 µM, or EC50 in µM where a hit was titrated; 290,000 tested, 1% active; in the data active = inhibition mostly above about 36%, no sharp cut-off; inactive = mostly below about 34%;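 note: HEK-293T reporter cells stimulated with the NOD1 agonist gamma-tri-DAP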
NTR1 agonist = agonists of NTR1, primary screen, imaging, U2OS cells, beta-arrestin-GFP, high content (AID 493036) | P30989 | NTR1-U2OS beta-arrestin-GFP spot imaging, agonist mode | activation, % at 20 µM | 330,000 tested, 0.17% active;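 active = activation at or above 40% of the spot to cytoplasm intensity ratio, with at least 20 cells analyzed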;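 note: 0% = DMSO without peptide and 100% = 100 nM NTR1 peptide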
Target sequence (P30989 whole entry, looked up): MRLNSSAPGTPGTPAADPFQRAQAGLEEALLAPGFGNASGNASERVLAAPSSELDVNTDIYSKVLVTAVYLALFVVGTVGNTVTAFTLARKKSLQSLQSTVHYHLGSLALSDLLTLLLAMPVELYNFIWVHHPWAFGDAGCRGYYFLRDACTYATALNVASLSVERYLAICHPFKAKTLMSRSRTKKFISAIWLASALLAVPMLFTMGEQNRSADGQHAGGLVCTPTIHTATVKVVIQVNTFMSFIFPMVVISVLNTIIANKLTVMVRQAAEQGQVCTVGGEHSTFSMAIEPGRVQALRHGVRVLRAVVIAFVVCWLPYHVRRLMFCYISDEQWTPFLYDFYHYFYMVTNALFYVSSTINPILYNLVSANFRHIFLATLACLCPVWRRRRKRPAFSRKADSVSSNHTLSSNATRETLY
GPR55 beta-arrestin = selective activators of receptor GPR55 – imaging, U2OS cells, beta-arrestin-GFP redistribution, primary screen (AID 1961). U2OS GPR55 beta-arrestin-GFP redistribution imaging; higher % means a stronger effect. one-dose activation, % at 10 µM; EC50 in µM for titrated hits. 290,000 tested, 0.048% active;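 active = activation above 40% with more than 50 cells counted in the well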;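 note: U2OS osteosarcoma cells stably expressing GPR55 and beta-arrestin-GFP; plate controls were DMSO negative control for no effect and LPI positive control for full effect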
Rac1 GTP hydrolysis = MgcRacGAP GTPase-activating activity inhibitors, confirmation, biochemical, ADP Hunter fluorescence; inhibition, % at 30 µM, or IC50 in µM where a hit was titrated; 340,000 tested, 0.6% active; MgcRacGAP-stimulated Rac1 GTP hydrolysis, ADP Hunter fluorescence; higher % means a stronger effect; GST-tagged Rac1 F28L mutant substrate; AID 624330;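 active = first-screen hits whose inhibition reached a set limit at any dose in the follow-up dose series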;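 note: fluorescence reports GDP produced by GAP-driven GTP hydrolysis; strong numbers were not always called active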
GPR35 antagonists = inhibition of zaprinast-stimulated GPR35 beta-arrestin translocation – imaging, U2OS, beta-arrestin-GFP, zaprinast agonist, primary screen (AID 2058) | U2OS GPR35 beta-arrestin-GFP translocation imaging, zaprinast antagonism; higher % means a stronger effect | 290,000 tested, 0.052% active | inhibition, % at 10 µM, or IC50 in µM where a hit was titrated;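 active = inhibition of at least 50% with at least 30 cells and total cytoplasm GFP at most 10,000,000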
NTR1 agonist cell count 20 µM = also measured in NTR1 agonist; calls as there; cell count; measured here: cell count, cytotoxicity flag
* marks the source's active call; other numbers are inactive results; x = no result given; [ ] = dose if it differs, or a comment. This is a subset. The share of hits here may be higher or lower than overall.

[1] CCn1c(-c2cccn(Cc3ccc(Cl)cc3Cl)c2=O)n[nH]c1=S
[2] COc1cc(/C=N/NC(=O)c2cc[n+]([O-])cc2)cc(OC)c1OC
[3] CCc1ccc(Nc2nc(C)cc(C)c2C(N)=O)cc1
[4] O=S(=O)(Nc1ccccc1N1CCOCC1)c1ccc(F)c(Cl)c1
[5] CCCCCOC(=O)Cc1c(C)nc(-c2ccccc2)[nH]c1=O
[6] Cc1onc(NC(=O)NC(=O)c2c(Cl)cccc2Cl)c1Br
[7] O=Cc1cccn1-c1nccc(-c2ccco2)n1
[8] COc1ccc(Cc2nnc(N/N=C/c3ccc(N(C)C)cc3)[nH]c2=O)cc1OC
assay / compound,1,2,3,4,5,6,7,8
GPR55 beta-arrestin,1.3%,0.3%,-0.1%,-0.1%,1.4%,0.3%,-0.3%,0.1%
NTR1 agonist cell count 20 µM,59,70,54,53,65,55,54,52
GPR35 antagonists,0.9%,5.9%,-2.6%,-11.1%,-4.7%,9.8%,15.1%,1.5%
NOD1 NF-kB reporter,-28.3%,5.6%,-21.2%,-9.7%,-1.2%,-37.3%,-7.6%,-1.6%
KOR beta-arrestin-1,-6.0%,1.5%,-5.5%,7.9%,5.0%,2.8%,-3.9%,6.6%
GPR55 LPI antagonism,0.3%,9.0%,-8.2%,-14.5%,-3.7%,6.2%,-1.1%,5.9%
NTR1 agonist,3.0,0.1,-0.3,0.1,0.9,2.0,1.0,5.5
Rac1 GTP hydrolysis,-0.2%,7.3%,12.9%,7.1%,10.7%,12.4%,9.8%,-8.8%
K1F lysis inhibition,-0.8%,0.0%,0.4%,-1.4%[50 µM],0.3%,-0.2%[50 µM],0.0%,1.3%
KOR beta-arrestin-2,21.5%,3.1%[20 µM],4.2%[20 µM],-10.1%,2.8%,2.7%,28.3%,1.9%

Compounds from the list above that contain sulfur (two):
[1] CCn1c(-c2cccn(Cc3ccc(Cl)cc3Cl)c2=O)n[nH]c1=S
[4] O=S(=O)(Nc1ccccc1N1CCOCC1)c1ccc(F)c(Cl)c1
assay / compound,1,4
GPR55 beta-arrestin,1.3%,-0.1%
NTR1 agonist cell count 20 µM,59,53
GPR35 antagonists,0.9%,-11.1%
NOD1 NF-kB reporter,-28.3%,-9.7%
KOR beta-arrestin-1,-6.0%,7.9%
GPR55 LPI antagonism,0.3%,-14.5%
NTR1 agonist,3.0,0.1
Rac1 GTP hydrolysis,-0.2%,7.1%
K1F lysis inhibition,-0.8%,-1.4%[50 µM]
KOR beta-arrestin-2,21.5%,-10.1%

(list continues)
[9] Clc1ccccc1-c1ccc(/C=N/n2cnnc2)o1
[10] Cc1ccc(CC(NC(=O)c2ccccc2)C(=O)NC(Cc2ccccc2)C(=O)O)cc1 (stereo not given)
[11] COc1ccccc1C(=O)NC(C(=O)NCCc1nc2ccccc2[nH]1)=C(C)C
[12] Cc1cc(C)nc(Nc2n[nH]c(COc3cccc4ccccc34)n2)n1
[13] CCC1(C)Cc2c(sc3nc4n(c(=O)c23)CCS4)CO1 (stereo not given)
[14] O=c1c[n+]([O-])c2ccccc2n1OCc1c(F)cccc1F
[15] O=C(c1ccc(S(=O)(=O)N2CCCC2)cc1)N(Cc1ccco1)C1CCS(=O)(=O)C1 (stereo not given)
[16] CCOC(=O)c1cc(NC(=O)Nc2cc(C)ccn2)c(C)nc1C
assay / compound,9,10,11,12,13,14,15,16
GPR55 beta-arrestin,-0.6%,-0.5%,0.0%,-0.1%,0.5%,-0.3%,0.0%,0.2%
NTR1 agonist cell count 20 µM,67,48,64,x,48,69,48,72
GPR35 antagonists,10.8%,-9.6%,-2.3%,15.1%,-14.9%,-2.2%,-9.0%,-5.6%
NOD1 NF-kB reporter,-4.7%,-34.5%,-7.2%,-13.2%,-5.6%,-19.5%,-10.9%,-28.9%
KOR beta-arrestin-1,4.7%,-1.4%,2.5%,2.7%,-3.6%,1.5%,2.6%,3.2%
GPR55 LPI antagonism,6.2%,3.6%,4.8%,17.1%,7.4%,6.0%,-1.3%,-1.4%
NTR1 agonist,-0.5,0.0,-0.3,x,0.4,-2.1,0.2,0.9
Rac1 GTP hydrolysis,3.6%,5.6%,11.4%,7.4%,2.4%,6.1%,4.6%,3.4%
K1F lysis inhibition,-2.6%,1.4%,0.2%,-0.2%,0.3%,5.6%,0.6%,0.4%
KOR beta-arrestin-2,13.9%,-3.2%,-40.1%,-14.3%,4.9%,-51.4%,7.9%,-2.0%

[17] COc1cccc(N(Cc2nnc3n2CCCCC3)C(=O)Nc2ccccc2F)c1
[18] Cc1nc(SCC(=O)c2cccc([N+](=O)[O-])c2)n[nH]1
[19] Cc1cc(C)n(C(=O)COc2ccc([N+](=O)[O-])cc2)n1
[20] CCC1=NC(c2ccccc2OC)N(O)C1(C)C (stereo not given)
[21] COC(=O)c1ccccc1NC(=O)Nc1cc(C)ccn1
[22] Cc1ccc(C)c(CN2C(=O)CSc3ccc(C(=O)NCC(C)CN4CCC(C)CC4)cc32)c1 (stereo not given)
[23] CCOc1ccc(-c2nc(-c3ccncc3)no2)cc1OCC
[24] CCCn1nnnc1SCC(=O)NNC(=O)c1ccco1
assay / compound,17,18,19,20,21,22,23,24
GPR55 beta-arrestin,0.5%,-0.3%,-0.1%,-0.3%,0.2%,-0.1%,-0.1%,0.2%
NTR1 agonist cell count 20 µM,64,41,38,70,70,54,78,62
GPR35 antagonists,-3.7%,0.1%,11.2%,0.3%,-0.8%,-9.2%,3.6%,2.6%
NOD1 NF-kB reporter,-17.5%,-21.9%,-28.6%,7.9%,-16.6%,-11.0%,x,-35.1%
KOR beta-arrestin-1,1.0%,-2.8%,3.1%,-8.1%,-4.3%,5.9%,4.9%,-0.4%
GPR55 LPI antagonism,-1.2%,4.7%,-2.1%,-1.7%,-6.5%,7.1%,-6.0%,6.3%
NTR1 agonist,-1.7,0.9,-0.2,0.3,4.0,0.6,-0.3,0.2
Rac1 GTP hydrolysis,0.4%,11.8%,11.2%,-0.5%,-0.2%,6.9%,-0.1%,-12.2%
K1F lysis inhibition,0.5%,0.7%,3.8%,-0.7%,0.1%,0.2%,6.0%,-0.2%
KOR beta-arrestin-2,-18.9%,-18.9%,-10.9%,-32.4%,-12.1%[20 µM],-5.6%,2.7%,3.5%

[25] CN(CC(=O)NCCN1CCOCC1)S(=O)(=O)c1ccc(F)cc1
[26] C/C(=C/c1ccccc1)C(=O)N1CCN(c2ccc(F)cc2)CC1
[27] Fc1cccc2sc(Nc3nnc(-c4ccccc4)o3)nc12
[28] Cc1noc(C)c1CSc1ncnc2sc3c(c12)CCC3
[29] NNC(=O)c1nc[nH]c1C(=O)Nc1ccccc1
[30] Cc1ccc(S(=O)(=O)NCCC(=O)Nc2nnc(C)s2)cc1
[31] O=c1[nH]c(Cc2cccc(C(F)(F)F)c2)nc2ccccc12
[32] CC(C)CCNC1c2ccccc2C(=O)N1Cc1ccccc1 (stereo not given)
assay / compound,25,26,27,28,29,30,31,32
GPR55 beta-arrestin,-0.2%,0.8%,-0.1%,0.1%,0.2%,-0.2%,-0.1%,0.3%
NTR1 agonist cell count 20 µM,37,53,91,x,57,54,51,62
GPR35 antagonists,-11.1%,-8.9%,-6.1%,1.4%,10.3%,3.0%,5.6%,-3.9%
NOD1 NF-kB reporter,-27.4%,-13.0%,52.7%,-33.1%,-28.8%,-20.9%,-14.3%,20.1%
KOR beta-arrestin-1,-2.4%,-7.0%,0.4%,-1.4%,-2.4%,0.6%,-1.4%,-4.5%
GPR55 LPI antagonism,5.2%,-4.5%,24.6%,-0.2%,3.6%,6.0%,0.5%,-4.8%
NTR1 agonist,-0.7,-0.1,7.2,x,0.5,-1.2,-0.1,0.7
Rac1 GTP hydrolysis,4.6%,11.6%,6.4%,x,-7.6%,-0.2%,-0.1%,6.2%
K1F lysis inhibition,-0.1%,0.3%,0.5%,x,-1.2%,0.5%,0.3%,0.0%
KOR beta-arrestin-2,-2.9%,8.7%[20 µM],42.8%,13.3%,-4.8%[20 µM],-8.9%,11.5%,-20.6%

Among those listed so far, these have an aryl thioether with sulfur outside any ring:
[18] Cc1nc(SCC(=O)c2cccc([N+](=O)[O-])c2)n[nH]1
[24] CCCn1nnnc1SCC(=O)NNC(=O)c1ccco1
[28] Cc1noc(C)c1CSc1ncnc2sc3c(c12)CCC3
assay / compound,18,24,28
GPR55 beta-arrestin,-0.3%,0.2%,0.1%
NTR1 agonist cell count 20 µM,41,62,x
GPR35 antagonists,0.1%,2.6%,1.4%
NOD1 NF-kB reporter,-21.9%,-35.1%,-33.1%
KOR beta-arrestin-1,-2.8%,-0.4%,-1.4%
GPR55 LPI antagonism,4.7%,6.3%,-0.2%
NTR1 agonist,0.9,0.2,x
Rac1 GTP hydrolysis,11.8%,-12.2%,x
K1F lysis inhibition,0.7%,-0.2%,x
KOR beta-arrestin-2,-18.9%,3.5%,13.3%

Further entries.
[33] CCCCCCCc1c(C)nc(N2CCOCC2)[nH]c1=O
[34] CN1C(=O)/C(=C\c2ccccc2F)Sc2ccc(C(=O)NC3CCN(Cc4ccccc4)CC3)cc21
[35] CCc1cccc(C)c1NC(=O)C1CCN(C(=O)c2ccc([N+](=O)[O-])cc2)CC1
[36] CCOC(=O)c1cnn(-c2cc(C(C)(C)C)nc3c(-c4ccccc4)c(C)nn23)c1N
[37] O=C(C1CC=CCC1)N1CCC(CO)(Cc2ccc(Cl)cc2)CC1 (stereo not given)
[38] O=C(O)CC1(CC(=O)Nc2ccc(F)cc2F)CCCCC1
[39] O=C(CN1C(=O)CSc2ccc(S(=O)(=O)N3CCCCC3)cc21)NCc1ccccc1Cl
[40] CC(=O)N/C(=C\c1ccc(C)cc1)C(=O)O
assay / compound,33,34,35,36,37,38,39,40
GPR55 beta-arrestin,0.0%,0.1%,-0.1%,-0.1%,0.1%,-0.1%,0.2%,-0.3%
NTR1 agonist cell count 20 µM,63,76,101,68,55,48,55,94
GPR35 antagonists,-2.4%,8.6%,-5.1%,5.4%,-0.3%,-6.5%,12.9%,-3.9%
NOD1 NF-kB reporter,12.1%,13.1%,-22.1%,7.7%,-21.4%,-6.9%,-14.8%,-13.0%
KOR beta-arrestin-1,2.3%,2.5%,-5.1%,-3.5%,1.2%,-1.2%,-2.0%,-3.8%
GPR55 LPI antagonism,3.4%,4.6%,3.5%,-0.2%,10.0%,-16.9%,-15.9%,9.6%
NTR1 agonist,1.0,11.3,0.2,4.3,1.2,-1.3,0.5,-0.5
Rac1 GTP hydrolysis,0.4%,3.8%,11.5%,9.4%,11.6%,x,-0.7%,4.0%
K1F lysis inhibition,4.5%,0.4%,0.1%,0.3%,0.2%,x,0.2%,0.4%
KOR beta-arrestin-2,-0.9%,-49.6%,-33.7%[20 µM],11.9%,-35.5%,3.0%,-19.0%,12.7%
